Screening results as filed in PubChem.
UTI89 phage lysis: inhibition of K1F phage lysis, E. coli UTI89, bacterial capsule biogenesis inhibitors, alamar blue (AID 488966). inhibition, % at 100 µM; hits with a dose series show IC50 in µM. actives 0.02% (n = 340,000). E. coli UTI89 K1F phage lysis, alamar blue, 2 h; higher % means a stronger effect;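 active = phage lysis inhibition, versus mean bacterial control, above a set limit; inconclusive = no clear call, values can overlap the other calls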;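 also: capsule biogenesis inhibitors block K1F phage lysis so surviving cells raise fluorescence; higher fluorescence means more inhibition of phage lysis; actives were called in the ten point dose series up to 300 µM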
GPR35 antagonists: GPR35 antagonists blocking zaprinast-driven arrestin recruitment, primary screen, imaging, U2OS, beta-arrestin-GFP, zaprinast agonist (AID 2058); U2OS GPR35 beta-arrestin-GFP translocation imaging, zaprinast antagonism; higher % means a stronger effect; G-protein coupled receptor 35 (Homo sapiens); actives 0.052% (n = 290,000); inhibition, % at 10 µM, or IC50 in µM where a hit was titrated;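 active = inhibition of at least 50% with at least 30 cells and total cytoplasm GFP at most 10,000,000; inconclusive = under 30 cells or total GFP of 10,000,000 plus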
NTR1 agonist: agonists of NTR1, primary screen, imaging, U2OS cells, beta-arrestin-GFP, high content (AID 493036); NTR1-U2OS beta-arrestin-GFP spot imaging, agonist mode; activation, % at 20 µM; actives 0.17% (n = 330,000);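 active = activation at or above 40% of the spot to cytoplasm intensity ratio, with at least 20 cells analyzed; inconclusive = wells under 20 cells, flagged as cytotoxic or low count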;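 also: 0% = DMSO without peptide and 100% = 100 nM NTR1 peptide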
Target sequence (P30989 whole entry, looked up): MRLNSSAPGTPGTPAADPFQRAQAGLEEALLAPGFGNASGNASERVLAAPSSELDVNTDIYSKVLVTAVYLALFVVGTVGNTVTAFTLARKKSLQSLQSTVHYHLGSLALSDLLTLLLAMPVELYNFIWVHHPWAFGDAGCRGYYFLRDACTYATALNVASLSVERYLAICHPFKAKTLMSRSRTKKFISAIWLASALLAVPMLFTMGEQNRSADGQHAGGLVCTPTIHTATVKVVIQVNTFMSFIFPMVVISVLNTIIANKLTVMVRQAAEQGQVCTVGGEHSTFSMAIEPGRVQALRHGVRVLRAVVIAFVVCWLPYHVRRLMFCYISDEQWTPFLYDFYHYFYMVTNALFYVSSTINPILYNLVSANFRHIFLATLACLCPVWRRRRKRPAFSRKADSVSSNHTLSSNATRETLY
LYP inhibition: inhibitors of LYP phosphatase, biochemical, fluorescence intensity, uHTS (AID 1779) | recombinant LYP phosphatase, fluorescence intensity; higher % means a stronger effect | Tyrosine-protein phosphatase non-receptor type 22 (Homo sapiens) | actives 0.054% (n = 290,000) | inhibition, % at 11.5 µM; hits with a dose series show IC50 in µM; in the data active = inhibition above about 50%;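 also: plate controls were vehicle with enzyme for no effect and no enzyme for full effect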
RSV antiviral HEp-2: RSV antiviral activity via CPE protection, HEp-2 cells, primary 10 µM value included (AID 2391); CPE inhibition, % at 10 µM, or IC50 in µM where a hit was titrated; actives 0.13% (n = 310,000); HEp-2 cells, RSV-induced CPE inhibition; higher % means a stronger effect; in the data active = a potency from the dose series; inconclusive = CPE inhibition mostly from about 23% at the one dose, without a potency; inactive = the rest, 99 in 100 with CPE inhibition below about 21%; also: strong numbers were not always called active
Autophagy HCS: autophagy modulators in MEF cells, primary screen, imaging, high-content, MEF GFP-LC3; calls only at 10 µM (by protocol); MEF GFP-LC3 puncta imaging; test concentration mostly 10 µM; actives 0.98% (n = 190,000);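 active = percentage of spot-positive cells more than 3 SD above its plate mean, without a fluorescence outlier flag or 80% toxicity; inconclusive = no clear call, values can overlap the other calls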;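 also: spot-positive cell cutoff set from DMSO-treated cells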
NS5 inhibitors: Dengue-2 NS5 methyltransferase inhibitors, primary screen, biochemical, confirmation dose response (AID 588689). Genome polyprotein (Dengue virus type 2 (strain 16681-PDK53)). Dengue-2 NS5 methyltransferase capping enzyme assay, biochemical; higher % means a stronger effect. inhibition, % at 25 µM; hits with a dose series show IC50 in µM. actives 0.3% (n = 340,000); in the data active = a potency from the dose series; inconclusive = inhibition above about 29% without an active follow-up result
AID2073: inhibitors of Mint1-CaV2.2 protein interaction, biochemical, HTRF (AID 2073). Voltage-dependent N-type calcium channel subunit alpha-1B (Homo sapiens). HTRF protein-protein interaction, Mint1-CaV2.2; higher % means a stronger effect. one-dose inhibition, % at 20 µM; IC50 in µM for titrated hits. actives 0.19% (n = 290,000); in the data active = inhibition mostly above about 51%, no sharp cut-off; inconclusive = no clear call, values can overlap the other calls; inactive = mostly below about 53%; also: some results filed as inactive read as strong as hits
WT yeast gro inh: growth inhibition of WT strain, primary screen, mitochondrial fusion inhibitor project, WT and mutant strains, chemical genetic | mitochondrial fusion phenotypic screen | inhibition, % at 10 µM | actives 2.1% (n = 190,000); in the data active = inhibition above about 58%; tested in S. cerevisiae
WT yeast gro inh mutant strain: second read-out of WT yeast gro inh, no call of its own (marks repeat the call); inhibition, %; mitochondrial fusion phenotypic screen, mutant strain inhibition
Autophagy HCS cell loss 18 h: recorded beside Autophagy HCS, whose call it bears; toxicity, %; measured here: cell loss, nuclei count;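 cell loss after 18 h compound exposure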
NTR1 agonist cell count 20 µM: second read-out of NTR1 agonist, no call of its own (marks repeat the call); cell count; measured here: cell count, cytotoxicity flag
NS5 inhibitors pilot replicate: second read-out of NS5 inhibitors, no call of its own (marks repeat the call); inhibition, %; measured here: pilot screen replicate inhibition
* hit, by the source's call; i = inactive; ? = inconclusive; nt = no result given; & = joins results of further samples; [ ] = remark or other dose.

SMILES	UTI89 phage lysis	GPR35 antagonists	NTR1 agonist	NTR1 agonist cell count 20 µM	LYP inhibition	RSV antiviral HEp-2	Autophagy HCS	Autophagy HCS cell loss 18 h	NS5 inhibitors	AID2073	WT yeast gro inh	WT yeast gro inh mutant strain	others
Nc1nc(SCc2cccc([N+](=O)[O-])c2)n[nH]1	0.3%	4%	0.7	97	-7%	-0.2%	nt	nt	-7%	-7%	nt	nt
Cc1ccccc1NC(=S)N(CCCN1CCC(C)CC1)Cc1ccco1	0.3%	-2%	-0.8	56	5%	-0.7%	i	1	-1%	-33%	3	10
Cc1scc(C(=O)NNC(=O)CCC(=O)O)c1C	0.3%	6%	-0.5	51	-9%	-1.6%	i	-13	7%	-5%	-3	-6
O=C(N/N=C/c1c[nH]c2ccc(Br)cc12)c1ccn(Cc2ccc(Cl)cc2)n1	0.2%	4%	10	42	-5%	11%	i	4	-9%	3%	7	-8
CCc1cccc(N(C)C(N)=Nc2cccc3ccccc23)c1	4.3%	3%	0.4	60	1%	0.7%	nt	nt	-3%	10%	nt	nt
Cc1ccc(CN2CCN(Cc3ccccn3)CC2CCO)cc1 (centres undefined)	0.0%	12%	-0.1	79	-2%	0.6%	i	18	-4%	1%	-5	-8
COc1ccc(NC(=O)CNc2cc(S(=O)(=O)N3CCOCC3)ccc2NCC2CCCO2)cc1 (centres undefined)	-0.9%	4%	0.2	58	-6%	-1.7%	i	6	15%	3%	-12	5
CCC(CO)NCc1cc(OC)c(OCC(=O)NCCc2ccccc2)cc1Br (centres undefined)	1.1%[50 µM]	-5%	1.7	57	-4%	0.6%	i	2	-5%	1%	-11	-25
COc1ccccc1NC(=O)c1ccc(-n2cccn2)c([N+](=O)[O-])c1	1.9%	11%	2.3	29	-3%	3.3%	i	21	0%	10%	5	4
COc1ccc(NC(C)=O)cc1NC(=O)c1ccc2ccccc2c1	-1.7%	-1%	0.9	37	-1%	-0.8%	i	0	-12%	30%	0	0
COc1ccc([N+](=O)[O-])cc1NC(=O)CCNC(=O)Cn1ccc2ccccc2c1=O	-0.1%	-7%	-0.9	79	1%	0.7%	i	9	-7%	1%	-6	9
O=C1CCCN2N=C(SCC(=O)Nc3ccc(Cl)cc3)SC2=N1	0.1%	3%	0.3	40	-9%	2.5%	nt	nt	-5%	-1%	nt	nt
CC1(C)CC(=O)C2=C(C1)N(Cc1ccco1)C(=O)C2(NC(=O)c1ccc(Cl)cc1Cl)C(F)(F)F (centres undefined)	-0.1%	-9%	1.2	73	1%	-1.0%	i	6	-2%	1%	-13	14
COc1cc(CC(=O)OCn2nnc3ccccc3c2=O)cc(OC)c1OC	0.2%	5%	1.5	57	1%	-0.3%	i	12	-8%	-1%	1	7
Cc1cccc(N2C(=O)c3ccccc3C2=O)n1	0.0%	11%	1.1	92	-4%	0.1%	nt	nt	-6%	27%	nt	nt
CN(C)c1ccc(C(=S)N2CCOCC2)cc1Br	1.9%	5%	-1.3	60	2%	10%	i	-6	1%	-2%	-4	18
CC(C)(CO)NCc1c(OCc2ccc(Cl)cc2)ccc2ccccc12	0.9%	-9%	5.3	40	-10%	11%	nt	nt	-9%	4%	nt	nt
COc1cccc(N2CCN(CC(=O)Nc3ccccc3C(=O)NCc3ccccc3)CC2)c1	0.2%[50 µM]	nt	6.3	64	nt	2.1%	nt	nt	-5%	nt	nt	nt
N=c1c[n+](N2CCOCC2)[n-]o1	0.1%	-4%	-0.9	50	-4%	-0.7%&1.6%	i	21	-3%	-10%	1	-25
O=C(Nc1nc(-c2ccccc2Cl)cs1)c1cccnc1	7.2%	-19%	2.4	56	0%	8.5%	i	-1	-7%	-6%	-4	-2
CC(C)NC(=O)COc1ccc(/C=N/NS(=O)(=O)c2ccccc2)cc1	2.6%	23%	1.0	38	-2%	1.9%	i	20	4%	-1%	2	0
COCCN(CCOC)C(=O)C1CCCN(S(=O)(=O)c2ccc(NC(=O)OC)cc2)C1 (centres undefined)	0.2%	-1%	1.0	68	-5%	0.2%	nt	nt	5%	-1%	nt	nt
O=C(N/N=C/c1ccc(O)cc1)/C(=C/c1ccc([N+](=O)[O-])cc1)NC(=O)c1ccccc1	0.3%	7%	-1.3	93	-3%	0.6%	i	-1	-5%	-2%	nt	nt
Cc1ccc2nsnc2c1S(=O)(=O)N(Cc1cc2cccc(C)c2[nH]c1=O)CC1CCCO1 (centres undefined)	3.0%	3%	3.9	60	1%	-2.1%	i	6	-5%	-1%	10	9
O=C(CCC1CCCN(C(=O)Cn2cnnn2)C1)NCc1ccccc1F (centres undefined)	0.1%	-7%	-1.1	36	-4%	0.3%	i	14	-5%	3%	3	9
O=C1NCCN1Cc1ccccc1F	-1.2%	-2%	-0.9	69	-13%	nt	i	1	-9%	8%	-11	-10
O=C(O)CCS(=O)(=O)c1cc(Br)cc2c1N(C(=O)C1CC1)CC2	0.2%	1%	-0.5	45	-6%	0.8%	i	1	-2%	1%	-28	3
O=C(Oc1ccc2c(c1)OCO2)c1ccc(F)cc1Cl	-0.4%	-8%	3.9	82	9%	0.4%	i	47	-15%	0%	19	25
CCOc1ccc(C(=O)Nc2nnc(S(=O)(=O)N3CCCCC3)s2)cc1	0.4%	17%	0.7	52	-11%	2.4%	nt	nt	-4%	42%	nt	nt
COc1ccc(CCN(C)C(=O)CNC(=O)c2ccccc2F)cc1OC	-0.1%	7%	3.9	71	-8%	2.0%	i	8	-6%	-6%	-4	-7
Cc1ccc(CONS(=O)(=O)c2cc(C)ccc2C)cc1	-1.1%[50 µM]	nt	1.7	63	nt	3.2%	nt	nt	-10%	nt	nt	nt
O=C(CNC(=O)C1COc2ccccc2O1)N/N=C/c1ccc([N+](=O)[O-])cc1 (centres undefined)	-0.9%	31%	0.0	52	-4%	5.4%	nt	nt	-10%	9%	nt	nt
COc1ccc(NC(=S)N2CCC(NC(=O)c3ccccc3C)CC2)cc1	0.3%	-4%	1.4	49	-4%	-0.2%	nt	nt	0%	-11%	nt	nt
COC(=O)c1c(C)[nH]c(O)c1C=Nc1ccc(C(C)C)cc1	0.7%	11%	-0.1	74	-2%	?	i	2	-36%	5%	24	36
Cc1ccc(NC(=O)Cc2ccc([N+](=O)[O-])cc2)c(Br)c1	0.2%	1%	0.2	62	-2%	3.8%	i	7	-5%	-1%	17	24
CCc1nnc(NC(=O)C2CCN(C(=O)c3ccco3)CC2)s1	-0.1%	7%	-1.5	56	-8%	0.9%	nt	nt	-9%	1%	nt	nt
Cc1ccc2sc(N(CCCN(C)C)C(=O)c3ccc(S(=O)(=O)N4CCc5ccccc5C4)cc3)nc2c1C	-0.4%[50 µM]	nt	7.4	69	nt	2.5%	nt	nt	3%	nt	nt	nt
CCCCCCNC(=O)c1cc(-c2ccco2)nc2ccccc12	-5.6%	3%	0.4	82	8%	2.6%	i	9	-14%	57%	11	15
CC(C)(C)OC(=O)NCc1ccc(NC(=O)c2nc[nH]c2C(=O)N[C@@H](Cc2ccccc2)C(=O)OCc2ccccc2)cc1	1.5%	-19%	13	71	11%	2.1%	nt	nt	-3%	23%	nt	nt
O=C(O)CCC1(C(=O)O)OCCc2ccccc21 (centres undefined)	-0.5%[50 µM]	8%	-0.7	44	2%	0.5%	i	-1	3%	-1%	-7	0

Random excerpt: three records from the list
SMILES	UTI89 phage lysis	GPR35 antagonists	NTR1 agonist	NTR1 agonist cell count 20 µM	LYP inhibition	RSV antiviral HEp-2	Autophagy HCS	Autophagy HCS cell loss 18 h	NS5 inhibitors	AID2073	WT yeast gro inh	WT yeast gro inh mutant strain	others
CC(C)NC(=O)COc1ccc(/C=N/NS(=O)(=O)c2ccccc2)cc1	2.6%	23%	1.0	38	-2%	1.9%	i	20	4%	-1%	2	0
O=C(CCC1CCCN(C(=O)Cn2cnnn2)C1)NCc1ccccc1F (centres undefined)	0.1%	-7%	-1.1	36	-4%	0.3%	i	14	-5%	3%	3	9
CCCCCCNC(=O)c1cc(-c2ccco2)nc2ccccc12	-5.6%	3%	0.4	82	8%	2.6%	i	9	-14%	57%	11	15

Next part.
SMILES	UTI89 phage lysis	GPR35 antagonists	NTR1 agonist	NTR1 agonist cell count 20 µM	LYP inhibition	RSV antiviral HEp-2	Autophagy HCS	Autophagy HCS cell loss 18 h	NS5 inhibitors	AID2073	WT yeast gro inh	WT yeast gro inh mutant strain	others
O=C(NC1CCCC1)C(c1ccc(F)cc1)N(C(=O)c1csnn1)c1ccccc1F (centres undefined)	0.1%	-6%	0.4	52	-4%	0.5%	nt	nt	1%	18%	nt	nt
CC(=O)c1ccc(OCC(=O)Nc2c(C)nn(-c3ccccc3)c2C)cc1	1.4%[50 µM]	nt	0.2	59	nt	0.7%	nt	nt	-8%	nt	nt	nt
Cc1cc(C(=O)CCC(=O)N(C)CC(=O)Nc2c(Cl)cccc2Cl)c(C)s1	0.1%[50 µM]	nt	-0.7	62	nt	1.0%	nt	nt	-8%	nt	nt	nt
COc1ccc(C2C(=O)N(C3CCCCC3)CC(=O)N2C2CCCC2)cc1 (centres undefined)	3.2%	1%	-0.3	74	-9%	-2.2%	i	-4	-4%	6%	2	-1
COc1cccc(C(C(=O)NC2CCCCC2)N(CC2CCCO2)C(=O)CNC(=O)c2ccco2)c1 (centres undefined)	4.6%	2%	-1.2	91	-1%	0.4%	i	1	1%	-7%	-8	-3
COCCNC(=O)c1cc(-c2ccccc2)nn1CC1CC(c2cccnc2)=NO1 (centres undefined)	0.4%	nt	-2.1	66	nt	0.9%	nt	nt	-10%	nt	nt	nt
CCN(CC(=O)NC(C)C)Cc1nc2c(Br)cc(Br)cc2c(=O)[nH]1	0.2%	1%	4.9	68	-7%	?	nt	nt	-7%	30%	nt	nt
O=C(COC(=O)C(O)c1ccccc1)NC12CC3CC(CC(C3)C1)C2 (centres undefined)	0.2%	2%	0.2	47	-8%	0.5%	i	7	1%	-4%	-3	-12
O=C(COc1ccc(S(=O)(=O)N2CCCCC2)cc1)N1CCCC1	-0.2%	-5%	-0.2	55	-5%	0.1%	nt	nt	-1%	4%	nt	nt
CC(=O)N1N=C(c2ccc(Cl)cc2)CC1c1ccc([N+](=O)[O-])cc1 (centres undefined)	-0.1%	3%	0.2	51	1%	?	nt	nt	-7%	2%	nt	nt	NS5 inhibitors pilot replicate=-2.8
COc1ccc(-c2nnc(SCC(=O)Nc3ccc(C)cc3)n2C)cc1	1.7%	2%	-0.5	49	-6%	4.6%	i	-4	-1%	-4%	-10	-2
COC(=O)c1c(-c2cccs2)csc1NC(=O)c1cccnc1	0.0%	14%	3.6	38	2%	20%	i	-11	-4%	12%	22	-2

Not a hit list. Share with any hit: about 2.6%.
